PMI act hi M6P: increases human PMI activity with near-saturating mannose 6-phosphate; 190,000 tested, 0.34% active; coupled PMI enzyme assay, resazurin fluorescence, 20 min; active compounds read high; 1 = untreated enzyme, 0 = substrate-free blank; activation factor at 20 µM;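 active = activation factor of 2 or more at 20 µM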
Target sequence (P34949 whole entry, looked up): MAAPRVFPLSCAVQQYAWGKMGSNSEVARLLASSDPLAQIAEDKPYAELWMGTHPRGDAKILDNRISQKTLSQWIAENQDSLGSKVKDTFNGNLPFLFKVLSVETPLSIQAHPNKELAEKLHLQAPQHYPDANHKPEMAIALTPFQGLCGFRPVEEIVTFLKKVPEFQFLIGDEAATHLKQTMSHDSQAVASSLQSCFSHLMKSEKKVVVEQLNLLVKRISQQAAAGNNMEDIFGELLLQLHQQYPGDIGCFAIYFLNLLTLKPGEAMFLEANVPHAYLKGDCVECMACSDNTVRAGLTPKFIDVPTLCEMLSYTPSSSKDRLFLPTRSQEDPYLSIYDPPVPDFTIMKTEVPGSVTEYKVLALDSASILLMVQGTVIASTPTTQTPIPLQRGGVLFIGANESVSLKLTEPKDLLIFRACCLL
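Material: human phosphomannose isomerase with PGI, G6PDH, diaphorase coupling enzymes. Quantity: 15 ng/mL PMI. Medium: HEPES pH 7.4 buffer with MgCl2 and Tween-20. Reagent: Near-saturating mannose-6-phosphate, 1.0 mM. Compound: 20 µM single dose. Times: enzyme reaction with compound 20 min at room temperature. Detection: resorufin fluorescence at Ex 544/Em 590 nm.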
Diaphorase act: counter-screen for diaphorase-based assays: diaphorase activators and chemical reducers; Diaphorase/resazurin coupled assay, resorufin fluorescence, 16 min; active compounds read high; 1 = vehicle wells, 0 = NADH-free wells; activation factor at 20 µM; 190,000 tested, 0.005% active;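 active = diaphorase activity raised at least twofold by the compound at 20 µM; inactive = activation factor below 2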
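Test system: Clostridium kluyveri diaphorase, purified enzyme; input: enzyme 0.07 U/mL final; buffer or medium: 50 mM HEPES pH 7.4 with 4.542 mM MgCl2, 0.005% Tween 20; also added: 0.114 mM NADH and 0.1 mM resazurin, final amounts; schedule: 16 min enzyme reaction, ambient temperature; technique: fluorescence of resorufin, 544 nm excitation, 590 nm emission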
TLR4 MyD88 comp: blocks binding of human TLR4 to MyD88. O00206+Q99836. HeLa CL3-4 TLR4/MyD88 BLA complementation, FRET ratio. inhibition, % at 8.4 µM. 200,000 tested, 0.18% active; in the data active = inhibition above about 25%;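 note: 0% = vehicle and 100% = reference inhibitor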
PMI activator: phosphomannose isomerase (human) activation; AID 1214; 190,000 tested, 0.005% active; P34949; activation factor at 20 µM; purified human PMI, coupled resazurin fluorescence, 20 min; active compounds read high; 1 = vehicle control, 0 substrate-free wells;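 active = activation factor of 2 or more at 20 µM, relative to plate controls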
Lmaj promast: reduces viability of Leishmania major promastigotes; resazurin fluorescence viability; inhibition, % at 10 µM; 200,000 tested, 9% active; AID 1063;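 note: promastigotes grown with compound for 44 hours at 28 °C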
Diaphorase inh: inhibits diaphorase or chemically oxidizes, flagging diaphorase assay artifacts; 190,000 tested, 0.69% active; diaphorase resazurin-to-resorufin fluorescence, NADH, 16 min; bacterial (C. kluyveri) enzyme, not human; inhibition, % at 20 µM;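 active = primary screen inhibition at 20 µM above a set limit, cut at about 50% in these data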;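 note: plate controls were DMSO with full reaction for no effect and wells lacking NADH for full effect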
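controls = No-NADH positive control and DMSO neutral control | system = Clostridium kluyveri diaphorase enzyme | timing = reaction incubation of 16 min at room temperature | signal = resorufin fluorescence 544/590 nm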
G6PDH counter: counter-screen for G6PDH assay hits: L. mesenteroides G6PDH inhibition | Purified L. mesenteroides G6PDH, diaphorase/resazurin coupled fluorescence, 45 min | inhibition, % at 5 µM | 200,000 tested, 0.12% active | AID 1020
Redox H2O2 prof: compounds producing H2O2 with reducing agent – biochemical, NIH compound library profiling, artefact control for MLSCN library redox annotation, primary screen; DTT-dependent redox cycling H2O2, phenol red/HRP absorbance; 100% = 100 µM peroxide control, 0% = buffer; activation, % at 10 µM; 200,000 tested, 0.03% active;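 active = activation of at least 50% relative to the plate's high and low controls in the primary single-dose screen; inactive = activation below 50%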;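 note: compound incubated with DTT at 0.8 mM final as the reducing agent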
Hsp70 activator: Hsp70 transcriptional activation, primary screen. HeLa Hsp70 promoter luciferase reporter, luminescence; scaled: vehicle 0, proteasome-inhibitor control 100%. activation, % at 10 µM. AID 1203. 200,000 tested, 0.04% active;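 active = activation above the mean across all tested compounds plus 3 SD, cutoff set per campaign, cut at about 5.5% in these data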;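 note: 100% = MG132 at 30 µM as the positive control and 0% = DMSO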
RAM inhibit: blocks the yeast RAM network; S. cerevisiae dse1pr::URA3 reporter, 5-FOA growth OD615, 2 d; analog-sensitive cbk1-as2 kinase mutant strain; inhibition, % at 50 µM; 190,000 tested, 1.8% active; AID 868;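 active = inhibition above a set limit, 3 SD over mean compound inhibition, cut at about 8.4% in these data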;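 note: 0% = DMSO-only wells with no growth and 100% = 10 µM 1-NA-PP1 full growth; inhibition rescues growth on 5-FOA so higher OD means more RAM inhibition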
S1P3 antag: antagonists of human S1P3 receptor; CHO S1P3 NFAT-BLA reporter, FRET fluorescence, antagonist mode; inhibition, % at 4.98 µM; 170,000 tested, 0.27% active; AID 485;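 active = inhibition above the plate cutoff, the mean inhibition of test wells on that plate plus 3 SD, cut at about 28% in these data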;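 note: cells challenged with S1P at its EC80 of 0.8 µM; blue over green emission ratio from cleaved BLA substrate after 4 h stimulation; 0% = S1P-stimulated wells and 100% = unstimulated DMSO-only wells; some compounds past the cut are filed as inactive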
Target sequence (Q99500 whole entry, looked up): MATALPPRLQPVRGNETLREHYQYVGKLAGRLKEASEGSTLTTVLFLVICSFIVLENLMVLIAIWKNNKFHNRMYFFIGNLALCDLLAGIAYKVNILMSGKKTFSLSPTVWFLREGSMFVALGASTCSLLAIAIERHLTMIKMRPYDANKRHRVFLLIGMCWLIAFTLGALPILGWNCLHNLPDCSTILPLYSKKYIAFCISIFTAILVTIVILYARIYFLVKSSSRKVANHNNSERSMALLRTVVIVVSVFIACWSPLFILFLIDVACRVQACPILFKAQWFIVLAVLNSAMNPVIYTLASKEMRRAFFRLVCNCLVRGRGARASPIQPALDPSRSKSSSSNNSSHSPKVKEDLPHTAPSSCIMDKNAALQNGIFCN
The depositor's hits bear a star. Cut-off read from the data, not from the text of the source, unless noted: active = inhibition above about 50%; inactive = the rest.

How did Cc1[nH]nc2c1C(c1ccc(-c3ccc(Cl)cc3)o1)C(C#N)=C(N)O2 (stereo unspecified) do in these assays?
PMI act hi M6P: 0.9; Diaphorase act: 0.9; TLR4 MyD88 comp: -5; PMI activator: 1.1; Lmaj promast: 100*; Diaphorase inh: 11; G6PDH counter: 8; Redox H2O2 prof: -0.7; Hsp70 activator: -0.2; RAM inhibit: 2.5; S1P3 antag: -21

What do the screens show for `COc1ccccc1Nc1nc(-c2sc(NC(=O)CC(C)C)nc2C)cs1`?
PMI act hi M6P: 0.7; Diaphorase act: 1; TLR4 MyD88 comp: -1; PMI activator: 0.7; Lmaj promast: 67*; Diaphorase inh: 2; G6PDH counter: 0; Redox H2O2 prof: -3.4; Hsp70 activator: -0.3; RAM inhibit: 1.2

Results for Cc1cccc2c1N1C(=O)c3c(C(=O)O)cccc3C1CC2C (stereo unspecified) ?
PMI act hi M6P: 1.1; Diaphorase act: 0.9; TLR4 MyD88 comp: -2; PMI activator: 1.1; Lmaj promast: -9; Diaphorase inh: 6; G6PDH counter: 10; Redox H2O2 prof: -1.1; Hsp70 activator: -0.2; RAM inhibit: -0.9

Results for CC(=O)n1cc(/C=N/NC(N)=S)c2ccccc21 ?
PMI act hi M6P: 1; Diaphorase act: 0.8; TLR4 MyD88 comp: -12; PMI activator: 1; Lmaj promast: -2; Diaphorase inh: 23; G6PDH counter: 2; Redox H2O2 prof: -0.8; Hsp70 activator: -0.2; RAM inhibit: 3.9; S1P3 antag: -3

Results for C=CCn1c(-c2cccs2)nc2ccccc21 ?
PMI act hi M6P: 1; Diaphorase act: 0.9; TLR4 MyD88 comp: -1; PMI activator: 0.9; Lmaj promast: 14; Diaphorase inh: 7; G6PDH counter: 2; Redox H2O2 prof: 3.2; Hsp70 activator: -0.2; RAM inhibit: 0.0; S1P3 antag: 22

Results for COc1ccc(-n2c(Cc3cccn3C)nnc2SCC(=O)Nc2cc(Cl)ccc2OC)cc1 ?
PMI act hi M6P: 0.8; Diaphorase act: 0.7; TLR4 MyD88 comp: 4; PMI activator: 0.7; Lmaj promast: 29; Diaphorase inh: 32; G6PDH counter: -33; Redox H2O2 prof: -2.5; Hsp70 activator: -0.3; RAM inhibit: 5.1; S1P3 antag: 10

What do the screens show for `O=C(CN1C(=O)C2C3CCC(C3)C2C1=O)N1CCN(Cc2ccccc2)CC1` (stereo unspecified)?
TLR4 MyD88 comp: -19; Lmaj promast: -7; G6PDH counter: 9; Redox H2O2 prof: -0.5; Hsp70 activator: 0.1; RAM inhibit: 1.5; S1P3 antag: -18

How did Cn1c(=O)c(C(=O)CN2CCOCC2)c(N)n(Cc2ccccc2)c1=O do in these assays?
PMI act hi M6P: 1.1; Diaphorase act: 0.9; TLR4 MyD88 comp: -13; PMI activator: 1.1; Lmaj promast: 2; Diaphorase inh: 6; G6PDH counter: 5; Redox H2O2 prof: -0.4; Hsp70 activator: -0.1; RAM inhibit: -0.1; S1P3 antag: 16

Results for COCCn1c(=S)[nH]c2cc(C(=O)NCCc3ccc(OC)c(OC)c3)ccc2c1=O ?
PMI act hi M6P: 0.9; Diaphorase act: 0.7; TLR4 MyD88 comp: 6; PMI activator: 1; Lmaj promast: -7; Diaphorase inh: 30; G6PDH counter: 3; Redox H2O2 prof: 1.9; Hsp70 activator: -0.4; RAM inhibit: 1.1

How did O=C(COC(=O)c1cc(=O)[nH]c2ccccc12)Nc1nc(-c2cccc(Br)c2)cs1 do in these assays?
PMI act hi M6P: 0.8; Diaphorase act: 0.8; TLR4 MyD88 comp: 3; PMI activator: 0.9; Lmaj promast: 48; Diaphorase inh: 18; G6PDH counter: -2; Hsp70 activator: 0.4; RAM inhibit: 5.8; S1P3 antag: -7

Results for COc1ccc2[nH]c(C(O)(Cc3cccnc3)Cc3cccnc3)cc2c1 ?
PMI act hi M6P: 0.8; Diaphorase act: 0.9; TLR4 MyD88 comp: -1; PMI activator: 1; Lmaj promast: 26; Diaphorase inh: 9; G6PDH counter: 1; Redox H2O2 prof: 0.1; Hsp70 activator: -0.3; RAM inhibit: 2.1; S1P3 antag: 5

Results for COc1ccccc1C(=O)NCCNC(=O)c1ccco1 ?
PMI act hi M6P: 1.1; Diaphorase act: 1; TLR4 MyD88 comp: -8; PMI activator: 1; Lmaj promast: -3; Diaphorase inh: 4; G6PDH counter: 3; Redox H2O2 prof: 2.4; Hsp70 activator: -0.5; RAM inhibit: 0.1; S1P3 antag: 18

What do the screens show for `CCn1c(SCC(=O)c2[nH]c(C)c(C(C)=O)c2C)nnc1-c1ccncc1`?
PMI act hi M6P: 0.9; Diaphorase act: 0.9; TLR4 MyD88 comp: 9; PMI activator: 0.9; Lmaj promast: 2; Diaphorase inh: 14; G6PDH counter: 0; Redox H2O2 prof: 0.5; Hsp70 activator: -0.3; RAM inhibit: 1.3; S1P3 antag: 26

How did O=[N+]([O-])c1ccc(C(=S)N2CCN(c3ccc(F)cc3)CC2)cc1 do in these assays?
PMI act hi M6P: 0.8; Diaphorase act: 1; TLR4 MyD88 comp: -6; PMI activator: 0.6; Lmaj promast: 18; Diaphorase inh: 4; G6PDH counter: 11; Redox H2O2 prof: 0.5; Hsp70 activator: -0.1; RAM inhibit: 3.9; S1P3 antag: -8

Results for CN(C)c1cccc(C(=O)OCC(=O)Nc2ccccc2-c2ccccc2)c1 ?
PMI act hi M6P: 0.8; Diaphorase act: 0.7; TLR4 MyD88 comp: -4; PMI activator: 0.8; Lmaj promast: -2; Diaphorase inh: 28; G6PDH counter: -28; Redox H2O2 prof: 1.2; Hsp70 activator: -0.3; RAM inhibit: 1.8; S1P3 antag: -1

How did O=C(O)c1cccc(COc2ccccc2Cl)c1 do in these assays?
PMI act hi M6P: 1; Diaphorase act: 1; PMI activator: 1; Diaphorase inh: -4; G6PDH counter: 9; RAM inhibit: 0.0

Results for CCOC(=O)c1ccccc1NC(=O)c1cccnc1 ?
PMI act hi M6P: 1.1; Diaphorase act: 1.1; TLR4 MyD88 comp: -4; PMI activator: 1.2; Lmaj promast: 0; Diaphorase inh: -14; G6PDH counter: 0; Redox H2O2 prof: 2.7; Hsp70 activator: -0.1; RAM inhibit: -0.4

Results for COc1ccc(N/C(C)=C2/C(=O)C(=O)N(CCO)C2c2ccc([N+](=O)[O-])cc2)cc1 (stereo unspecified) ?
PMI act hi M6P: 1; Diaphorase act: 0.8; TLR4 MyD88 comp: 2; PMI activator: 0.9; Lmaj promast: 2; Diaphorase inh: 15; G6PDH counter: -5; Redox H2O2 prof: -0.2; Hsp70 activator: 0.0; RAM inhibit: 0.3

Results for N/C(COc1ncn(-c2ccccc2)n1)=N\S(=O)(=O)c1ccc(Cl)cc1Cl ?
PMI act hi M6P: 0.9; Diaphorase act: 0.4; TLR4 MyD88 comp: 5; PMI activator: 0.9; Lmaj promast: 4; Diaphorase inh: 61*; G6PDH counter: 12; Redox H2O2 prof: -0.4; Hsp70 activator: 0.2; RAM inhibit: 3.2; S1P3 antag: 4

What do the screens show for `O=C(c1ccc(Br)o1)N(Cc1ccccc1)c1ccccn1`?
PMI act hi M6P: 1; Diaphorase act: 0.9; TLR4 MyD88 comp: 3; PMI activator: 0.9; Lmaj promast: 1; Diaphorase inh: 8; G6PDH counter: 3; Redox H2O2 prof: 0.0; Hsp70 activator: -0.1; RAM inhibit: 0.5

What do the screens show for `O=C(C1=C[C@@H](C2CCCCC2)C[C@@H](OCCCCO)O1)N1CCOCC1`?
PMI act hi M6P: 1; Diaphorase act: 0.9; TLR4 MyD88 comp: 2; PMI activator: 0.9; Lmaj promast: -6; Diaphorase inh: 14; G6PDH counter: 7; Redox H2O2 prof: 0.4; Hsp70 activator: -0.1; RAM inhibit: 2.9; S1P3 antag: -2

Results for Cc1occc1-c1nnc(SCC(=O)N2CCCCC2)o1 ?
PMI act hi M6P: 1.1; Diaphorase act: 1; TLR4 MyD88 comp: -4; PMI activator: 1.1; Lmaj promast: -7; Diaphorase inh: 4; G6PDH counter: 9; Redox H2O2 prof: 4.3; Hsp70 activator: 0.0; RAM inhibit: -0.7; S1P3 antag: -3

What do the screens show for `CC1=C(C)/C(=N\OS(=O)(=O)c2ccccc2)C=CC1=O`?
PMI act hi M6P: 0.5; Diaphorase act: 0; TLR4 MyD88 comp: -9; PMI activator: 0.2; Lmaj promast: 101*; Diaphorase inh: 100*; G6PDH counter: 34; Redox H2O2 prof: -0.2; Hsp70 activator: 0.9; RAM inhibit: -1.8

What do the screens show for `N#Cc1ccccc1Sc1ccccc1N`?
PMI act hi M6P: 0.9; Diaphorase act: 0.8; TLR4 MyD88 comp: 3; PMI activator: 1; Lmaj promast: -5; Diaphorase inh: 15; G6PDH counter: 4; Redox H2O2 prof: -2.8; Hsp70 activator: -0.3; RAM inhibit: 1.8

What do the screens show for `O=C(Nc1ccc2c(c1)OCO2)c1sc2cc(Cl)ccc2c1Cl`?
PMI act hi M6P: 1.1; Diaphorase act: 1; TLR4 MyD88 comp: 1; PMI activator: 0.9; Lmaj promast: 0; Diaphorase inh: 1; G6PDH counter: 5; Redox H2O2 prof: 1.1; Hsp70 activator: -0.2; RAM inhibit: 3.8; S1P3 antag: 2

What do the screens show for `COc1cc(C2NC(=O)NC(C)=C2C(=O)NCc2ccccc2)c(Cl)cc1O` (stereo unspecified)?
PMI act hi M6P: 0.9; Diaphorase act: 0.8; TLR4 MyD88 comp: -1; PMI activator: 0.9; Lmaj promast: -5; Diaphorase inh: 15; G6PDH counter: 12; Redox H2O2 prof: 0.3; Hsp70 activator: 0.1; RAM inhibit: 1.8

Results for CC(C(=O)OCC(=O)Nc1ccc2c(c1)OCO2)N1C(=O)c2ccccc2C1=O (stereo unspecified) ?
PMI act hi M6P: 1.1; Diaphorase act: 0.9; TLR4 MyD88 comp: 2; PMI activator: 0.9; Lmaj promast: 0; Diaphorase inh: 11; G6PDH counter: 11; Redox H2O2 prof: 0.5; Hsp70 activator: 0.0; RAM inhibit: 0.8; S1P3 antag: -10

Source: PubChem BioAssay (several laboratories)

Not a hit list. Share with any hit: about 12%.
